Screens: PubChem, National Center for Advancing Translational Sciences (NCATS)
Epigenetic reg – Quantitative High-Throughput Screen for Regulators of Epigenetic Control; murine LDR cells, GFP reporter derepression, 30 h; Potency, µM (titrated, usually from 53.9 µM), for inactives: top-dose GFP activation, most hits filed as activators; 280,000 compounds, 0.2% hits; AID 1865, 2009; note: potency is the fitted concentration of half-maximal effect; % of control where 0% means no effect; nearly all actives have a fitted effect of over 60% in size
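Derepression of a silenced CMV-GFP reporter in murine LDR cells is scored by enumerating GFP-positive cells with a laser-scanning microplate cytometer after 30 hours of treatment at 37 C.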
IMPase Li inh – qHTS Assay for Identifying the Cell-Membrane Permeable IMPase Inhibitors: Potentiation with Lithium. CHO-M1 cells, IP1 TR-FRET (IP-One), carbachol + lithium. Potency, µM (doses to about 59.4 µM), for the others: at the highest dose activity, negative = IMPase inhibition, hits mostly inhibitors. 210,000 compounds, 0.35% hits;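 note: IP1 builds up when IMPase is blocked and the TR-FRET signal falls; potency is the fitted concentration of half-maximal effect; plate controls were basal vehicle for no effect and high inhibitor control for full effect; nearly all actives have a fitted effect of over 50% in size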
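Concentration–response in CHO-M1 cells, lithium-potentiated; 30 min at 37C. IP1 detected by competitive TR-FRET after 10 min lysis at RT. Hill-fitted AC50.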
KinaseGlo FLuc – Counterscreen for Luciferase (Kinase-Glo TM) Inhibition; Potency, µM (highest dose often 38.3 µM), for the others: at the top dose activity change, negative = inhibition, actives largely listed as inhibitors; Kinase-Glo luciferase, ATP luminescence, 8 min; AID 1379, 2008; 200,000 compounds, 0.28% hits; Luciferin 4-monooxygenase (Photuris pensylvanica), Q27757; note: potency is the fitted concentration of half-maximal effect; % is set by controls: 0 for no effect and ±100 for the full control effect; nearly all actives have a fitted effect of over 60% in size
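Compound is pinned into ATP-containing buffer (10 uM ATP, imidazole pH 7.2, 7 mM MgCl2). Kinase-Glo luciferase reagent is then added. Light output is recorded following an 8-min room-temperature incubation.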
NPSR antagonist – qHTS Assay for Antagonists of the Neuropeptide S Receptor: cAMP Signal Transduction; CHO-NPSR cells, cAMP TR-FRET, antagonist mode; Potency, µM (doses to about 38.3 µM), for inactives: top-dose activity change, negative = inhibition, usual class: inhibitors; 220,000 compounds, 1% hits; AID 1461, 2008; note: potency is the fitted concentration of half-maximal effect; % is set by controls: 0 for no effect and ±100 for the full control effect; nearly all actives have a fitted effect of over 50% in size; many of its hits are not listed in these tables
Target sequence (Q6W5P4 whole entry, looked up): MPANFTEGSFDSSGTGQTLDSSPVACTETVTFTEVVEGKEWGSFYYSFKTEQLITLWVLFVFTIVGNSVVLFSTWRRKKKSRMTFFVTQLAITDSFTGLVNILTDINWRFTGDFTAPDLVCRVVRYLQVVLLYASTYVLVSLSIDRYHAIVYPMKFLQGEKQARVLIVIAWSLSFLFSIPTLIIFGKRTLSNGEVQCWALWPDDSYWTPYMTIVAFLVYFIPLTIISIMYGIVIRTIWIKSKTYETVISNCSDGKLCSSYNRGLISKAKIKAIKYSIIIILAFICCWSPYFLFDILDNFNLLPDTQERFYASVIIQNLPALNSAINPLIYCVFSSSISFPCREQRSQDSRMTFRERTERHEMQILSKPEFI
CBFb RUNX1 block – qHTS Assay for Compounds Blocking the Interaction Between CBF-beta and RUNX1 for the Treatment of Acute Myeloid Leukemia; Runt-related transcription factor 1 (Homo sapiens) + Core-binding factor subunit beta …; AlphaScreen CBFb-His/RUNX1-biotin binding, biochemical; Potency, µM (doses to about 59.8 µM), for the others: at the top dose activity, negative = inhibition, usual class: inhibitors; 230,000 tested, under 10 active; note: % of control where 0% means no effect
Target sequence (Q01196 whole entry, looked up): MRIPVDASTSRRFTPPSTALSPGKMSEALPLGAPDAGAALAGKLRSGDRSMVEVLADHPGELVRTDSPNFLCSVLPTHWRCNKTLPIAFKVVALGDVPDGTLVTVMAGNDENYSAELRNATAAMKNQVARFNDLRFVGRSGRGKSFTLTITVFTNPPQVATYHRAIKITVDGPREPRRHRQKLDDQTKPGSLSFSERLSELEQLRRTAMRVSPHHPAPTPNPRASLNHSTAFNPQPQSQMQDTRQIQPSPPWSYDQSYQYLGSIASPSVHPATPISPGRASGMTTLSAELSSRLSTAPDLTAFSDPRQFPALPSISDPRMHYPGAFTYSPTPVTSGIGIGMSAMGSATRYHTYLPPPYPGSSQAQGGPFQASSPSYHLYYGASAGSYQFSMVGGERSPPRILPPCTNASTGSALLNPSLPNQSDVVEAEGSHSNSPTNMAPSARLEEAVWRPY
Target sequence (Q13951 whole entry, looked up): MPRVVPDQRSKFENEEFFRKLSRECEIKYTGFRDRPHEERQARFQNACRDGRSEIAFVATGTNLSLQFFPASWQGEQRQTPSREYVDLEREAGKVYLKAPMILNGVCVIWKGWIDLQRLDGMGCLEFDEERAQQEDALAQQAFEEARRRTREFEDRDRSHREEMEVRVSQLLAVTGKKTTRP
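His-tagged CBF-beta and biotinylated RUNX1 (30 nM each) were premixed 20 min at room temperature, exposed to compound for 15 min, then given nickel-chelate and streptavidin AlphaScreen beads (50 ng each). After 90 min, AlphaScreen signal was read.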
Lamin A splicing – qHTS Assay for Modulators of Lamin A Splicing. HeLa LMNA splicing GFP/RFP minigene ratio, 48 h. AID 1487, 2009. 200,000 compounds, 0.01% hits. Potency, µM (top dose mostly 46.1 µM), for inactives: at the top dose ratio change, negative = inhibition, most hits filed as inhibitors; active = well fitted inhibition curve with a large enough effect in the signal ratio, with a control signal flat, not every such curve was filed as active; inconclusive = small, poorly fitted or top-dose-only effect, or effect the other way, or a change in a side signal; the % refers to the signal ratio; note: potency is the fitted concentration of half-maximal effect; % is set by controls: 0 for no effect and ±100 for the full control effect
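S3 HeLa stable clones carrying a lamin A-EGFP splicing minigene plus DsRed2 were seeded at 600 cells/well in Opti-MEM with 2% FBS, pin-dosed and incubated 48 h at 37°C. Acumen cytometry (488 nm) gave the GFP/RFP total-intensity ratio.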
HTT aggregate – qHTS Multiplex Assay to Identify Dual Action Probes in a Cell Model of Huntington: Aggregate Formation (GFP) | Potency, µM (top dose mostly 46.1 µM), for inactives: at the highest dose activity change, negative = inhibition, most hits filed as inhibitors | PC12 HttQ103-GFP aggregates, Acumen cytometry, 40 h | AID 1688, 2009 | 220,000 compounds, 1.1% hits; note: potency is the fitted concentration of half-maximal effect; % is set by controls: 0 for no effect and ±100 for the full control effect; nearly all actives have a fitted effect of over 60% in size
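Inducible Q103 Huntingtin exon 1–GFP PC12 line, 1500 cells/well in phenol red free DMEM with 5% equine and 5% calf serum. Tebufenozide 100 nM induced expression; compounds titrated; aggregates quantified by cytometry.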
* = called active by the depositor; ? = inconclusive; . = no result given; & = joins results of further samples; [ ] = dose if it differs, or a comment. Unless noted, calls come from the whole dose curve; as a rule, active = well fitted curve in the direction sought with a large enough effect; inconclusive = small, poorly fitted or top-dose-only effect, or another doubt; inactive = no such curve, though single readings can be large; an effect the other way counts as inactive or inconclusive. The list is partial; the hit share may differ from the screen's.

SMILES	Epigenetic reg	IMPase Li inh	KinaseGlo FLuc	NPSR antagonist	CBFb RUNX1 block	Lamin A splicing	HTT aggregate
O=C(Cn1c(-c2cscn2)nc2ccccc21)Nc1ccccc1F	2.2%	-2.4%[38.3 µM]	0.2%	-23.3%[46.1 µM]	0.2%	-7.9%	-12.0%
Cn1cnnc1SCC(=O)c1ccc2c(c1)OCCO2	-6.3%	13.3%[38.3 µM]	0.0%	-4.4%[46.1 µM]	-1.8%	-0.6%	?
CC(=O)N/N=C/c1cc2c(cc1[N+](=O)[O-])OCO2	4.9%	5.5%	-3.1%	-18.2%	5.5%	?	-5.3%
CC(NC(=O)CSc1n[nH]c(=O)[nH]c1=O)C1CC2CCC1C2 (stereo not drawn)	-0.2%	.	.	-14.2%	6.2%	.	23.7%[9.22 µM]
CCN(CC)C(=O)COc1cccc2ccccc12	0.3%	-7.0%[38.3 µM]	12.5%	-0.4%[7.67 µM]	4.3%	-1.1%	-6.6%
CCOC(=O)c1ccc(NC(=O)CSc2nc3sc(C(=O)O)c(C)c3c(=O)[nH]2)cc1	-1.5%	-4.2%	1.0%	8.8%	3.8%	?	14.2%
O=C(CCC(=O)c1ccccc1)Nc1cccnc1	-2.1%	10.5%[38.3 µM]	-1.4%	-0.1%[46.1 µM]	-0.7%	-7.4%	7.6%
COc1cc(OC)cc(C(=O)N[C@H](C(=O)N2CCc3ccccc32)C(C)C)c1	0.0%	.	.	-2.1%[46.1 µM]	-6.0%	?	-3.5%
Cc1c(Nc2cc(=O)oc3ccccc23)c(=O)n(-c2ccccc2)n1C	0.9%	23.6%[38.3 µM]	-2.5%	-1.1%[46.1 µM]	6.2%	0.8%	-26.5%
c1ccc(CNCCN2CCNCC2)nc1	3.8%	16.0%[38.3 µM]	-1.7%	2.1%[46.1 µM]	-6.6%	-3.8%	2.7%
COc1ccc2c(c1)C1=NN(/C(C)=C/C(C)=O)C(c3cccc(F)c3)C1CC2 (stereo not drawn)	-0.9%	5.2%	-3.0%	-31.1%	0.5%	?	-6.2%
COC(=O)/C(=C/c1ccccc1)NC(=O)c1ccco1	-0.9%	1.1%	0.2%	10.2%	8.6%	0.9%	11.0%
O=C(O)c1cc2cc(OCc3ccccc3)ccc2[nH]1	0.9%	-10.7%[38.3 µM]	0.7%	-7.5%[46.1 µM]	-3.4%	-6.6%	-15.2%
COc1ccccc1OCCCCOc1ccccc1C(C)=O	-1.1%	8.7%	1.2%	8.0%	8.4%	?	-29.8%
COc1ccc(N2CCN(C(=O)Nc3ccccc3C)CC2)cc1	-0.1%	-4.1%	5.0%	4.2%	-0.9%	-0.8%[46 µM]	15.2%
COc1cc2c(cc1C1NC(=S)NC(C)=C1C(N)=O)CCCC2 (stereo not drawn)	1.5%	4.4%	-1.6%	11.3%	-1.0%	.	4.5%[9.22 µM]
COc1cccc(C2CC(=O)C3=C(C2)Nc2ccccc2N(C(=O)CCC(=O)O)C3c2ccc(F)cc2)c1 (stereo not drawn)	0.0%	.	.	6.2%	5.8%	?	-5.8%[9.22 µM]
O=[N+]([O-])c1ccc(SCc2c(F)cccc2Cl)nc1	-2.0%	.	.	23.6%	-9.8%	.	11.0%[9.22 µM]
CCOC(=O)c1ccccc1NC(=O)CN(c1ccccc1C)S(C)(=O)=O	-0.9%	35.8%[38.3 µM]	0.4%	-11.6%[46.1 µM]	-1.4%	3.1%	-13.7%
Cc1ccc(NC(=O)N2CCN(c3ccccn3)CC2)cc1	4.8%	17.8%[38.3 µM]	-3.9%	-1.7%[46.1 µM]	5.8%	16.8%	-5.1%
Clc1cc2cccnc2c2ccccc12	-1.1%	-8.4%	0.5%	6.9%	8.7%	-1.1%	0.7%
CC1CCC(C(=O)c2c(O)c3ccccc3oc2=O)CC1 (stereo not drawn)	-2.9%	12.1%[38.3 µM]	-4.1%	6.1%[46.1 µM]	3.7%	-12.3%	?
Cc1ccc(S(=O)(=O)NCC2CCC(C(=O)NCCCOC(C)C)CC2)cc1 (stereo not drawn)	-1.3%&-1.0%	-3.7%	17.4%	-4.2%	-2.4%	?	-6.6%
Cc1c(NC(=O)COC(=O)c2ccc(Br)o2)c(=O)n(-c2ccccc2)n1C	-0.3%	7.4%	-0.1%	8.0%	0.4%	?	9.3%
CCOc1ccc(NC(=O)CCNS(=O)(=O)c2ccc(Br)s2)cc1	-1.0%	-2.8%[38.3 µM]	-0.4%	-6.6%[46.1 µM]	4.6%	0.4%	-5.3%

Other records follow:
SMILES	Epigenetic reg	IMPase Li inh	KinaseGlo FLuc	NPSR antagonist	CBFb RUNX1 block	Lamin A splicing	HTT aggregate
O=C1CC(C(=O)N2CCC(N3CCC(C(=O)NC4CC4)CC3)CC2)c2ccccc21 (stereo not drawn)	-1.0%	-1.4%	.	-8.8%	5.1%	.	3.3%[9.22 µM]
Cc1cccc2cc(C(c3nnnn3CC3CCCO3)N3CCOCC3)c(=O)[nH]c12 (stereo not drawn)	0.9%	0.5%[38.3 µM]	-0.8%	11.0%[46.1 µM]	4.8%	-5.7%	14.9%
CC(Cc1ccccc1)C(=O)NCCO (stereo not drawn)	-3.1%&1.0%	1.2%&-1.8%	-0.7%&0.3%	15.4%	-2.7%[2.36 µM]	1.7%	-21.1%
CCOC(=O)c1cccc(N2C(=O)c3ccccc3S2(=O)=O)c1	-3.1%	-8.1%[38.3 µM]	1.0%	-14.6%[46.1 µM]	3.2%	2.6%	25.1%
CCOC(=O)CCCNC(=O)COC(=O)CCC(=O)c1ccc(F)cc1	-0.9%	-2.3%[38.3 µM]	-0.8%	-1.6%[46.1 µM]	7.8%	3.8%	12.1%
CC1CCC(NC(=O)c2ccc(/C=C3\Oc4ccccc4N(C)C3=O)cc2)CC1 (stereo not drawn)	-1.0%	-1.0%	-4.5%	-19.3%	-1.6%	?	-1.3%
Oc1ccc(N2CCN(c3nc(-c4cccs4)nc4ccccc34)CC2)cc1	1.6%	.	.	-33.7%	?	.	-16.8%[9.22 µM]
CC(=O)c1c(C)nn(CC(O)Cn2c3c(c4cc(C)ccc42)CCCC3=O)c1C (stereo not drawn)	0.9%	-10.8%[38.3 µM]	-0.2%	4.0%[7.67 µM]	2.5%	?	-13.8%
COc1ccccc1-c1nnc(SCC(=O)NC2CCCCC2)o1	-1.0%	1.4%	6.4%	1.2%	2.9%	?	5.5%
FC(F)(F)c1ccc(Oc2ccccc2Cl)nc1	0.1%[10.1 µM]	5.1%	-4.1%	7.2%	-0.1%	?	15.2%[9.22 µM]
CCOc1ccc(NC(=O)C(c2ccccn2)N(C(=O)CCl)c2ccc(OCC)cc2)cc1 (stereo not drawn)	1.3%	7.4%	3.7%	2.9%[46.1 µM]	?	-5.2%	-9.4%
N[C@]1(C(=O)O)CCc2cc(C(=O)O)ccc21	-0.3%	7.8%	1.6%	.	-2.7%[21.7 µM]	.	.
Cc1c(N2C(=O)c3ccc4c5c(ccc(c35)C2=O)CC4)c(=O)n(-c2ccccc2)n1C	-0.9%	?	-0.6%	-2.0%[46.1 µM]	-23.9%	-18.3%	5.1%
CSc1nc2[nH]c3c(c2c2ncnn12)CCCC3	-0.8%	18.4%[38.3 µM]	-2.8%	-8.9%[46.1 µM]	-0.5%	-3.7%	-24.0%
Cc1oc(-c2ccccc2Cl)nc1CSCC(=O)NC1CC1	1.0%	3.5%[38.3 µM]	-0.9%	-4.6%[46.1 µM]	2.2%	2.7%	-6.4%
CCC[N+]1(CC#CC(O)(c2ccccc2)C2CCCCC2)CCCCC1 (stereo not drawn)	1.0%	.	.	11.4%	16.8%	.	-8.4%[9.22 µM]
CCCCN(CC)C(=S)Nc1ccc2nc3n(c(=O)c2c1)CCCCC3	0.0%	4.0%	-1.0%	15.5%	3.7%	?	2.0%
CCSC1=N/C(=C\c2cccc(F)c2)C(=O)S1	-0.9%	4.7%	-1.0%	-7.1%	-1.2%	10.6%	14.0%
COc1ccc2c(c1)C1NC(=S)NC(C)(O2)C1C(=O)Nc1ccccc1C (stereo not drawn)	-0.2%	3.2%[38.3 µM]	-1.2%	-3.7%[46.1 µM]	1.9%	4.1%	?
COc1cc(C(=O)NC(=S)Nc2cccc3nc(C)ccc23)cc(OC)c1OC	-1.1%	.	.	-33.4%	-1.6%	.	-5.8%[9.22 µM]
CCOc1cccc2cc(C(=O)NCc3cccnc3)c(=O)oc12	1.2%	8.6%[38.3 µM]	1.8%	-12.1%[46.1 µM]	-4.5%	7.3%	0.1%
CCO[C@H]1OC(C(=O)O)=C[C@@H](c2ccc(C(F)(F)F)cc2)[C@@H]1CCCO	1.2%	-6.3%	.	-28.0%	20.0%	.	-9.5%[9.22 µM]
Cc1ccccc1NP(=O)(c1ccccc1)c1nc2ccccc2s1 (stereo not drawn)	0.0%	2.3%	-3.3%	-26.5%	4.1%	9.3%[46 µM]	-11.5%
CCn1c(=O)c(=O)[nH]c2cc(C(=O)NCC3CCCCC3)ccc21	0.0%	-6.3%	0.9%	9.6%	-0.4%	-9.0%	11.4%
CC1(C)CNc2cc([N+](=O)[O-])ccc2S1	-2.5%	1.0%	0.8%	-12.2%	0.7%	-7.0%[9.22 µM]	10.3%[9.22 µM]
Cc1ccc(-c2nc(N)s[n+]2-c2ccccc2)cc1	0.0%	11.4%	?	?	-2.3%	-11.4%	3.7%

4 of the compounds above, with two lines to a compound:
Below each SMILES – Epigenetic reg, IMPase Li inh, KinaseGlo FLuc, NPSR antagonist, CBFb RUNX1 block, Lamin A splicing, HTT aggregate
Cc1c(N2C(=O)c3ccc4c5c(ccc(c35)C2=O)CC4)c(=O)n(-c2ccccc2)n1C
    -0.9%, ?, -0.6%, -2.0%[46.1 µM], -23.9%, -18.3%, 5.1%
CSc1nc2[nH]c3c(c2c2ncnn12)CCCC3
    -0.8%, 18.4%[38.3 µM], -2.8%, -8.9%[46.1 µM], -0.5%, -3.7%, -24.0%
Cc1oc(-c2ccccc2Cl)nc1CSCC(=O)NC1CC1
    1.0%, 3.5%[38.3 µM], -0.9%, -4.6%[46.1 µM], 2.2%, 2.7%, -6.4%
CCC[N+]1(CC#CC(O)(c2ccccc2)C2CCCCC2)CCCCC1 (stereo not drawn)
    1.0%, ., ., 11.4%, 16.8%, ., -8.4%[9.22 µM]
